Screens from PubChem BioAssay.
ATXN2 expr inh: reduces ATXN2 reporter expression in HEK-293 cells; HEK-293 ATXN2-luciferase reporter, luminescence, 24 h; Potency, µM (series often up to 57 µM), without a hit: at the highest dose activity change, negative = inhibition, actives largely listed as inhibitors; 360,000 compounds, 0.72% hits; AID 1745845; further: on the % scale 0 is the no-effect control and ±100 the full control effect; nearly all actives have a fitted effect of over 55% in size
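qHTS (up to 57 uM final) was run with 24 h compound exposure of reporter cells at 37 °C. Each well was multiplexed: SteadyGlo luminescence measured ATXN2-luciferase expression after a fluorogenic Gly-Phe-AFC viability readout (25 uM final).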
HepG2 viability: kills HepG2 cells in TGF-b inhibitor counter-screen | HepG2 CAGA-GFP viability, ATP luminescence, 18 h | 410,000 compounds, 0.76% hits | Potency, µM (top dose mostly 46.1 µM), for inactives: at the highest dose activity change, negative = cytotoxicity, actives largely listed as cytotoxic; further: some results filed as inactive show a strong effect at the top dose
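HepG2 CAGA-GFP cells (1000/well, DMEM with 1% FBS) received compound, then TGF-beta at 500 pg/mL final, and were incubated 18 hours at 37 degrees C. Viability was read by CellTiter-Glo luminescence. Media-only wells were set as complete cell-killing and DMSO as no toxicity.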
Nrf2 block: inhibitors of Nrf2 signaling | A549 ARE-Fluc reporter, luciferase luminescence, 18-24 h | 360,000 compounds, 2.1% hits | Potency, µM (top dose mostly 46 µM), for inactives: at the top dose activity change, negative = inhibition, hits mostly inhibitors; further: on the % scale 0 is the no-effect control and ±100 the full control effect; nearly all actives have a fitted effect of over 60% in size
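Nrf2 activity is the BugLite luminescence, read 15 min after reagent at room temperature, following CellTiter-Fluor cytotoxicity readout (30 min, 37C). Compound titrations were applied for 18-24 h to 5000 A549 ARE_Fluc cells/well in 5% FBS OPTI-MEM.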
TGFb SMAD3 inh: inhibitors of TGF-b signaling | HepG2 CAGA-GFP TGF-b/SMAD3 reporter, GFP fluorescence, 18 h; TGF-beta stimulated, 500 pg/mL final | Potency, µM (doses to about 46.1 µM), for the others: at the highest dose activity, negative = inhibition, most hits filed as inhibitors | 410,000 compounds, 1.2% hits | AID 588855; further: on the % scale 0 is the no-effect control and ±100 the full control effect; nearly all actives have a fitted effect of over 65% in size
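HEPG2 CAGA-GFP cells (1000/well, DMEM with 1% FBS) were pre-incubated 2 h at 37 degrees C, given compound by pin tool, then stimulated with TGF-beta at 500 pg/mL final for 18 h before per-cell GFP fluorescence imaging.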
ATXN viability: reduces viability in counter-screen for ATXN expression inhibitors. Potency, µM (doses to about 56.7 µM), usual class: cytotoxic. 400,000 compounds, 0.49% hits. S2 cells (HEK-293 line with an ATXN2-luciferase reporter) viability, CellTiter-Fluor protease fluorescence, 24 h; further: nearly all actives have a fitted effect of over 40% in size
MCF10A rereplic: DNA re-replication induction in MCF 10a cells; MCF 10A DNA re-replication, Hoechst nuclear intensity, 48 h; Potency, µM (highest dose often 46.1 µM), for inactives: top-dose activity, positive = re-replication, actives largely listed as activators; 350,000 compounds, 2.9% hits; further: % of control where 0% means no effect; nearly all actives have a fitted effect of over 50% in size
EPAC2 antag: antagonists of human EPAC2; Q8WZA2; EPAC2 GEF exchange of Rap1B-BODIPY-GDP, fluorescence; Potency, µM (titrated, usually from 114 µM), for the others: top-dose activity, negative = inhibition, actives largely listed as inhibitors; 360,000 compounds, 0.18% hits; further: on the % scale 0 is the no-effect control and ±100 the full control effect; nearly all actives have a fitted effect of over 45% in size; many of its hits are not listed in these tables
Target sequence (Q8WZA2 whole entry, looked up): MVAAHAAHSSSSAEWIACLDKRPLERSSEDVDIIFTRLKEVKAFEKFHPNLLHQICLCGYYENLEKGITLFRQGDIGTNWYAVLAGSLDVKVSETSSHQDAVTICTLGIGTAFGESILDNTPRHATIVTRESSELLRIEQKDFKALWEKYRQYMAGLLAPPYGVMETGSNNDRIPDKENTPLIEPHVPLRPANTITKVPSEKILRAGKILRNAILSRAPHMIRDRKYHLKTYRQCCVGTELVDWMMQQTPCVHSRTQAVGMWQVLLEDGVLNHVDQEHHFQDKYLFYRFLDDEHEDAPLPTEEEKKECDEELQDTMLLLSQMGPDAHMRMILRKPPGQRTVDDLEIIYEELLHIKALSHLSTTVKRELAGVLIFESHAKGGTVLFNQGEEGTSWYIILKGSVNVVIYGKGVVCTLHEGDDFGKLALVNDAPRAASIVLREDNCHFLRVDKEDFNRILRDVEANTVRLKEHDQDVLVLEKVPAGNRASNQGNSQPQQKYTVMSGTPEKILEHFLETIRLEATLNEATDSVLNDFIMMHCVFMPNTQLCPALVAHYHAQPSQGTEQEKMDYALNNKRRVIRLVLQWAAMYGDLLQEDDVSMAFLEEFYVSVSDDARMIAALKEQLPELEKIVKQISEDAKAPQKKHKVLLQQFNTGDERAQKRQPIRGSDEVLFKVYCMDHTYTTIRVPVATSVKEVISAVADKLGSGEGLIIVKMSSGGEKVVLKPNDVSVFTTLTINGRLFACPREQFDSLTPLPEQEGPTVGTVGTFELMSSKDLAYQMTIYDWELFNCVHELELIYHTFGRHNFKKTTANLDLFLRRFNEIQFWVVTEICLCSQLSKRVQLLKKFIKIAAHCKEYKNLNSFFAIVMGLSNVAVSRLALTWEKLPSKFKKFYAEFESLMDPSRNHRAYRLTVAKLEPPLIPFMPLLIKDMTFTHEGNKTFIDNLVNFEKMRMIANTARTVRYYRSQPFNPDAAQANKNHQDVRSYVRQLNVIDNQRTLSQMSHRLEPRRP
Nrf2 activator: Nrf2 pathway activation; AREc32 ARE-luciferase reporter (MCF7-derived line), luminescence, 24 h; Potency, µM (top dose mostly 46.1 µM), inactives show top-dose activation, hits mostly activators; 410,000 compounds, 0.31% hits; AID 624171; further: % of control where 0% means no effect; nearly all actives have a fitted effect of over 65% in size
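Luciferase luminescence (Steady-Glo, 30 min at room temperature) served as the read-out of ARE activation in AREc32 cells treated with compounds for 24 hr at 37 deg C.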
A549 viability: kills or reduces viability of A549 cells in Nrf2 counter-screen; Potency, µM (doses to about 46 µM), for inactives: at the highest dose activity change, negative = cytotoxicity, usual class: inhibitors; 390,000 compounds, 0.16% hits; A549 ARE-Fluc cells, CellTiter-Fluor viability, 18-24 h; further: on the % scale 0 is the no-effect control and ±100 the full control effect
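Cytotoxicity counterscreen: CellTiter-Fluor fluorescence was measured in A549 ARE_Fluc cells after 18-24 h of compound exposure in a concentration series. The subsequent BugLite luminescent read reports ARE-luciferase activity.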
Starred values were filed as active, the others as inactive; i = inactive; ? = inconclusive; . = not tested or not shown; [ ] = dose if it differs, or a comment. The call rests on the fitted dose curve; in most records, active means well fitted curve in the direction sought with a large enough effect; inconclusive means small, poorly fitted or top-dose-only effect, or another doubt; inactive means no such curve, though single readings can be large; an effect the other way counts as inactive or inconclusive. Potency means the concentration at half of the fitted maximal effect. The list is partial; rates above refer to the full screens.

Structure | HepG2 viability | Nrf2 activator | ATXN2 expr inh | ATXN viability | EPAC2 antag | A549 viability | MCF10A rereplic | Nrf2 block | TGFb SMAD3 inh
CN(c1ccc(-c2csc(NC(=O)C3CC(=O)N(Cc4ccco4)C3)n2)cc1)S(C)(=O)=O (configuration not stated) | -21% | -0.6% | -9% | i | 5% | -5% | 9% | 9% | -12%
C[C@H](NC(=O)C1CCN(S(=O)(=O)c2ccccc2)CC1)C(=O)NCc1cccc(Cl)c1 | -16% | 0.2% | -5% | i | -1% | 0% | 1% | 7% | -3%
O=C(N/N=C1\CCCc2c1[nH]c1ccc(Cl)cc21)c1ccncc1 | -34% | 2.4% | ? | i | -1% | -14% | 21% | ? | -25%
CN(CC(=O)NCCc1ccccc1)S(=O)(=O)c1ccc(Br)s1 | -35% | 3.3% | -12% | i | -8% | 7% | 8% | -23% | -15%
COc1ccc(C(=O)NCCCc2ccccc2)cc1OC | -1% | -0.1% | 13% | i | -1% | 2% | -4% | 4% | 1%
O=C(c1ccccc1NS(=O)(=O)c1ccccc1[N+](=O)[O-])N1CCOCC1 | -16% | 0.3% | 1% | i | 1% | 2% | -4% | -14% | -8%
CCN(CC)C(=O)c1sc2c(c1C)c(=O)n(-c1ccc(C)c(C)c1)c(=O)n2Cc1cc(=O)n2c(C)cccc2n1 | -10% | 0.3% | -9% | i | . | -8% | . | . | -26%
COc1ccc2c(c1)CCc1c(C(=O)Nc3c(C)n(C)n(-c4ccccc4)c3=O)noc1-2 | 8% | 0.2% | -4% | i | 5% | 0% | 1% | 0% | 1%
Cc1ccc(-c2nc(N)n(C(=O)c3cccnc3)n2)cc1 | -1% | -0.9% | 58%[activator] | ? | 3% | -15% | 1% | 1% | ?
COCc1cc(=O)n2c(-c3ccccc3OC)n[nH]c2n1 | 10% | 19% | 5% | i | 6% | 1% | -9% | 14% | 0%

Overlap with the part before: two entries; new compounds follow.
Structure | HepG2 viability | Nrf2 activator | ATXN2 expr inh | ATXN viability | EPAC2 antag | A549 viability | MCF10A rereplic | Nrf2 block | TGFb SMAD3 inh
Cc1ccc(-c2nc(N)n(C(=O)c3cccnc3)n2)cc1 | -1% | -0.9% | 58%[activator] | ? | 3% | -15% | 1% | 1% | ?
COCc1cc(=O)n2c(-c3ccccc3OC)n[nH]c2n1 | 10% | 19% | 5% | i | 6% | 1% | -9% | 14% | 0%
C=CCn1c(SCC(=O)Nc2ccc(C(=O)OCC)cc2)nnc1-c1sc(N)nc1C | 11% | -0.5% | -5% | ? | 0% | -8% | -11% | . | 16%
Cc1cccc(CN2C(=O)c3ccccc3S(=O)(=O)c3ccc(C(=O)N4CCN(c5cc(C)ccc5C)CC4)cc32)c1 | 5% | 0.1% | 1% | i | . | 8% | . | 16% | ?
Cc1cc(=O)oc2c(CN3CCCCC3)c(O)ccc12 | -4% | 0.1% | -27% | ? | -6% | 7% | -9% | -1% | -1%
O=C(Nc1ccc(Cl)c(Cl)c1)NC1CCS(=O)(=O)C1 (configuration not stated) | 14% | -0.3% | -17% | i | -4% | 2% | 4% | -10% | 1%
CNc1cc(CSC)nc(SCc2ccc(Cl)c(Cl)c2)n1 | -37% | 0.2% | -10% | i | -9% | -15% | 2% | ? | ?
O=C1C2N=NN(CC(=O)N3N=C(c4cccc5ccccc45)CC3c3ccccc3)C2C(=O)N1c1ccccc1 (configuration not stated) | -8% | 0.0% | -3% | i | 7% | -9% | 4% | 14% | 1%
COc1ccc(NC(=O)C(c2ccccc2)c2ccccc2)c(OC)c1 | -16% | -0.2% | -23% | i | -11% | 1% | 5% | 4% | 8%
COCCCNC(=O)COc1ccc(Cl)c(C)c1 | -4% | 1.9% | 27% | i | -5% | -20% | 8% | -9% | 2%
Nc1cccc2c1C(=O)N(C(=O)c1cccc(S(=O)(=O)N3CCCCCC3)c1)C2=O | -10% | -0.5% | -18% | . | -7% | ? | -8% | -20% | ?
CCOc1ccc2nc(C)cc(C(=O)O)c2c1 | 16% | -0.5% | -2% | i | -3% | 4% | -4% | 0% | 3%
Cc1ccc(C)c(S(=O)(=O)N2CCCC2CNC(=O)C(=O)NCC2CCCO2)c1 (configuration not stated) | -3% | 0.0% | 4% | i | -3% | -1% | 27% | -11% | 22%
CC(Oc1ccccc1F)C(=O)NNC(=O)CCS(=O)(=O)c1ccccc1Cl (configuration not stated) | -26% | -0.2% | 11% | i | 3% | -8% | 0% | 14% | -20%
N#Cc1nc(-c2ccccc2F)oc1NCCc1ccccn1 | 6% | -0.4% | 14% | ? | 0% | -10% | 6% | -10% | 1%
Cc1ccc(-n2c(C)cc(/C=C3\NC(=O)NC3=O)c2C)c(C)c1 | -21% | 2.6% | 30% | i | -3% | -1% | ? | -3% | ?
CCN(CC)CCSc1nnc2c3cc(F)ccc3n(Cc3ccccc3)c2n1 | -52% | 1.1% | -20% | ? | -7% | 1% | ? | 7% | -1%
O=C(C1CC1)N1N=C(c2ccncc2)CC1(O)C(F)(F)F (configuration not stated) | 1% | 1.9% | -3% | i | -2% | -3% | -16% | -7% | 3%
O=C(NCc1cccnc1)Nc1cccc(NC(=O)NCc2cccnc2)c1 | -12% | 0.3% | 1% | i | -2% | 1% | 12% | 10% | -25%
CCc1nn(C(C)C(=O)N2CCN(Cc3ccccc3)CC2)c(=O)c2cc3occc3n12 (configuration not stated) | -2% | 0.1% | -12% | i | -13% | -17% | -4% | -7% | 7%
Cc1ccc(S(=O)(=O)N2CCN(CCNC(=O)C(=O)Nc3ccc(F)cc3)CC2)cc1 | -11% | -0.1% | -14% | i | 14% | -2% | 14% | -12% | -24%
COc1ccc(S(=O)(=O)NC(C)CCc2ccccc2)cc1 (configuration not stated) | 3% | 0.5% | -11% | i | -19% | -1% | 29% | 4% | ?
Cc1ccccc1/C(N)=N/OC(=O)/C=C/c1ccccc1 | -10% | ? | 53%[activator] | i | -7% | -30% | 6% | ? | 0%
CC(C)Oc1ccc(CNC(=O)C2CCN(Cc3cc4ccccc4n3Cc3ccccc3)CC2)cc1 | -2% | -0.8% | -8% | i | . | -16% | . | . | 14%
O=c1c2ccccc2nc2n1CCN2Cc1ccc(Cl)cc1 | -9% | 4.5% | -12% | i | -2% | -21% | -6% | 5.8µM* | ?
Cc1cc(NC(=O)CSc2nnc(-c3ccccc3C)n2C)no1 | 1% | 0.2% | -2% | ? | 0% | ? | 5% | 1% | ?
O=C(c1ccc([N+](=O)[O-])cc1)n1nc(-c2ccccc2)nc1NCc1ccc(F)cc1 | -31% | 3.6% | 20% | i | 11% | 10% | ? | 1% | -1%
O=C(CSCc1ccc([N+](=O)[O-])cc1)NCCSCc1ccccc1 | 13% | -0.3% | -3% | i | 1% | 0% | 3% | 5% | 9%
CC(=O)c1cccc(N(CC(=O)O)S(C)(=O)=O)c1 | -17% | 2.5% | 2% | i | 4% | -9% | 3% | 12% | 18%
Cc1ccc(CNc2nc(-c3cccs3)nc3ccccc23)cc1 | -34% | 2.7% | -1% | i | -3% | 5% | ? | -21% | ?
CCOC(=O)C1CCCN(C(=O)c2[nH]c(C(F)(F)F)nc2-c2ccccc2)C1 (configuration not stated) | -44% | 0.2% | 3% | i | 3% | . | . | . | 2%
COc1ccc(NC(=O)c2cnc3sc(N4CCOCC4)nn3c2=O)c(OC)c1 | -5% | 6.2% | 4% | i | . | 17% | . | ? | 0%
S=C(NN=Cc1ccccn1)Nc1ccccn1 | -47% | ? | . | ? | 7% | . | . | . | ?
O=C1CSC(=NC(=O)c2ccccc2)N1 | -1% | 4.8% | -19% | i | 15% | 11% | 11% | ? | 2%
CCOC(=O)c1sc2nc(C)c([N+](=O)[O-])c(COC)c2c1N | 0% | 3.1% | -12% | i | 5% | 6% | -2% | 0% | -2%
CCc1nnc(NS(=O)(=O)c2ccc(NC(=S)NC(=O)c3ccc(OC)cc3)cc2)s1 | -22% | 1.0% | 4% | i | -9% | -14% | 0% | -30% | -4%
CCOc1cccc(C(=O)Nc2ccc3oc(-c4ccncc4)nc3c2)c1 | -20% | 0.1% | -16% | i | . | 7% | . | ? | -1%
COCCNc1oc(-c2ccc(C)cc2)nc1C#N | 0% | 1.5% | 48%[activator] | i | -9% | 14% | 2% | ? | 3%
Cn1c(N2CCOCC2)nc2c1c(=O)n(Cc1ccc(Cl)c(Cl)c1)c(=O)n2C | 0% | -0.2% | -13% | i | -11% | -4% | -4% | ? | ?
CC(=O)c1ccc(NC(=S)N2CC(C)CC(C)C2)cc1 (configuration not stated) | -6% | 2.1% | 29% | i | 3% | 1% | 16% | 12% | -21%
Cc1cc(SCC(=O)Nc2cccnc2Cl)nc2ccccc12 | 4% | 0.3% | -17% | . | 4% | 5% | -4% | -2% | -14%
CC(=O)N1N=C(c2ccc(Br)cc2)CC1c1cccc([N+](=O)[O-])c1 (configuration not stated) | -18% | 3.5% | . | i | -13% | . | . | . | -1%

Some of these compounds in order of their number in Nrf2 activator, high to low:
| SMILES | Nrf2 activator | EPAC2 antag | TGFb SMAD3 inh |
| --- | --- | --- | --- |
| O=C1CSC(=NC(=O)c2ccccc2)N1 | 4.8% | 15% | 2% |
| CCOC(=O)c1sc2nc(C)c([N+](=O)[O-])c(COC)c2c1N | 3.1% | 5% | -2% |
| COCCNc1oc(-c2ccc(C)cc2)nc1C#N | 1.5% | -9% | 3% |

(cont.)
Structure | HepG2 viability | Nrf2 activator | ATXN2 expr inh | ATXN viability | EPAC2 antag | A549 viability | MCF10A rereplic | Nrf2 block | TGFb SMAD3 inh
c1ccc(OCCSc2nnc3sc4ccccc4n23)cc1 | -7% | 2.8% | ? | i | 14% | 11% | -4% | ? | -19%
O=C1CCC(=O)N1c1nc2nc(-c3ccccc3)cc(-c3ccccc3)n2n1 | -43% | 3.0% | 1% | i | 0% | 1% | 2% | 7% | 24%
O=C(CCOc1ccccc1)Nc1cccc(S(=O)(=O)Nc2ccccc2Cl)c1 | -25% | 3.0% | -9% | i | -1% | -20% | ? | ? | -22%
C[C@H](CO)N1C[C@H](C)[C@@H](CN(C)C(=O)Nc2ccc3c(c2)OCO3)Oc2ccc(NS(=O)(=O)c3ccc(F)cc3)cc2C1=O | -1% | 0.4% | 9% | i | 11% | 1% | ? | 10% | 22%
O=C(CN(C(=O)Cn1nnc(-c2cccs2)n1)c1cnc2ccccc2c1)NCC1CCCO1 (configuration not stated) | -6% | -0.1% | -6% | i | -1% | -9% | 1% | 3% | -7%
